Cdc42 wt: modulators (inhibitors or activators) of GTP binding to human Cdc42 wildtype; P60953; GST-Cdc42 beads, Bodipy-GTP binding, flow cytometry; actives lie on both sides; percent activity (GTP binding), % at 10 µM; 190,000 compounds, 0.2% hits; AID 761;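 active = percent activity GTP binding at least 20 points away from the 100% baseline, either down as inhibitor or up as activator; inconclusive = compound flagged as likely green fluorescent from well-wide comparison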;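 also: median bead fluorescence of bound Bodipy-FL-GTP at 100 nM; 0% = excess unlabeled GTP control and 100% = no compound control; below 100% means less GTP binding so inhibitor and above means activator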
Target sequence (P60953 whole entry, looked up): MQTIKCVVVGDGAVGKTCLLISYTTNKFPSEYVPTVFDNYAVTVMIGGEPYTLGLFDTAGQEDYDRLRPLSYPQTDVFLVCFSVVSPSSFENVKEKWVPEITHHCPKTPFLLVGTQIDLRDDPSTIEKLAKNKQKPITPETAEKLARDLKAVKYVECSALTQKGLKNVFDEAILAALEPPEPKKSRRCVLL
Rac1 wt GTP bind: human Rac1 wildtype GTP binding, inhibitors and activators. P63000. GST-Rac1 beads, fluorescent GTP binding, flow cytometry; actives lie on both sides; 0 = cold GTP competed, 100 = untreated. GTP binding activity (% of control), % at 10 µM. 190,000 compounds, 0.27% hits. AID 757;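 active = GTP binding activity at least 20 points away from the 100% control level, either lower or higher; inconclusive = compound flagged as likely green fluorescent, judged across all proteins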
Bim-Mcl-1: disrupts Bim peptide binding to human Mcl-1 | Bead-based flow cytometry, Bim peptide-Mcl-1 binding | inhibition, % at 10 µM | 190,000 compounds, 0.1% hits; in the data active = inhibition above about 40%;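 also: 0% = no compound tracer wells and 100% = peptide blocker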
Target sequence (Q07820 whole entry, looked up): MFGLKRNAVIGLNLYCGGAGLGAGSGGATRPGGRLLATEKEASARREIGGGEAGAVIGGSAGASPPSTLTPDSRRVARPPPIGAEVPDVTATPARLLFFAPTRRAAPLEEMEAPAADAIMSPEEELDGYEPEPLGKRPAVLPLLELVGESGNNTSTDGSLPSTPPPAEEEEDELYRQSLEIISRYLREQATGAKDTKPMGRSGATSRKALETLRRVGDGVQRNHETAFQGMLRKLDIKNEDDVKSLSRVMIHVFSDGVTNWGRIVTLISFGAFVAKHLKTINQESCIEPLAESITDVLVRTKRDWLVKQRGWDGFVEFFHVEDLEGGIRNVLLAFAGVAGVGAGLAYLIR
RGS8-Gao: human RGS8-Galphao interaction regulation | P09471 | multiplexed bead flow cytometry, RGS8-Galphao binding; actives lie on both sides | response (percent of control binding), % at 10 µM | 220,000 compounds, 0.34% hits | AID 1423; in the data active = response below about 60% or above about 140%; inactive = in between;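 also: Galphao activated as the GDP aluminium fluoride complex binding bead-coupled RGS8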
Target sequence (P09471 whole entry, looked up): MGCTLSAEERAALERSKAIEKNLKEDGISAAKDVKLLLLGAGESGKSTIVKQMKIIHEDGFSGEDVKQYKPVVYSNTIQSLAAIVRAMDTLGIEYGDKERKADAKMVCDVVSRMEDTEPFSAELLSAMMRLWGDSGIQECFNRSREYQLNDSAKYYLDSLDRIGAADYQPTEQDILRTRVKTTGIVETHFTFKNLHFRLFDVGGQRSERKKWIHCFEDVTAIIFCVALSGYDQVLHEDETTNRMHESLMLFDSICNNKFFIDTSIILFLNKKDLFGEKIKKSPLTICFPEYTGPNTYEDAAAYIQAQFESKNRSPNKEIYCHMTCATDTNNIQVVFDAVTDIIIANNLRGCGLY
Rab2A wt mod: changes GTP binding to wildtype dog Rab2A, up or down; P61105; GST-Rab2 wt beads, Bodipy-GTP binding, flow cytometry; GTP binding activity, % at 10 µM; 190,000 compounds, 0.19% hits; AID 760;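 active = GTP binding activity at least 20 points away from 100%, either lowered or raised; inconclusive = signal likely due to the compound's own green fluorescence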;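 also: 0% = beads with excess unlabeled GTP and 100% = no-compound control corrected for plate trend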
Mcl1 Noxa PPI: Mcl-1/Noxa interaction inhibition; TR-FRET Mcl-1/Noxa peptide binding, 2 h; Q07820; 220,000 compounds, 1.5% hits; inhibition, % at 21.7 µM;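 active = compounds that cut the protein-peptide binding signal by more than 50% relative to plate controls in a single-dose test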;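 also: His-tagged Mcl-1 with rhodamine Noxa BH3 peptide and terbium anti-His antibody; 0% = Mcl-1 plus Noxa peptide wells and 100% = peptide-only wells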
Rab7 wt modul: dog Rab7 wildtype GTP binding, inhibitors and activators; GST-Rab7 beads, fluorescent GTP binding, flow cytometry; actives lie on both sides; untreated = 100%, excess cold GTP = 0%; GTP binding activity (percent of control), % at 10 µM; 190,000 compounds, 0.055% hits;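 active = fluorescent GTP binding to Rab7 beads changed by at least 20 points from the 100% baseline, either direction, mostly lower; inconclusive = compound itself probably fluorescent, or too few beads counted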;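 also: median green fluorescence of bound Bodipy-FL-GTP per Rab7 bead population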
HRas wt GTP bind: modulators of GTP binding to human HRas wildtype. GTP binding activity, % at 10 µM. AID 759. GST-Ras wt beads, Bodipy-FL-GTP binding, flow cytometry; actives lie on both sides. P01112. 190,000 compounds, 0.14% hits;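 active = GTP binding activity at least 20% away from the 100% baseline, either lowered as inhibitor or raised as activator; inconclusive = flagged as likely green fluorescent, judged across all proteins in the well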;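 also: 0% = unlabeled GTP competition control and 100% = no-compound control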
Target sequence (P01112 whole entry, looked up): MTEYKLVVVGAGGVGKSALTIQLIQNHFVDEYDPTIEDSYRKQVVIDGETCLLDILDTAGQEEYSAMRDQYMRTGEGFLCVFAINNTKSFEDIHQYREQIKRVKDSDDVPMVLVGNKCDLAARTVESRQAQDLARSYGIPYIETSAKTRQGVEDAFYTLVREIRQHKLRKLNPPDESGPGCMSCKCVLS
Pf gametocyte: inhibitors of late stage P. falciparum gametocyte viability; P. falciparum stage V gametocytes, ATP luminescence, 24 h; inhibition, % at 10.9 µM; 150,000 compounds, 0.065% hits; AID 743093;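 active = inhibition above the mean plus 3 SD of compounds within the control limits, set per campaign, cut at about 38% in these data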;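 also: 0% = DMSO wells and 100% = medium only without gametocytes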
Rac1 act GTP bind: modulators of GTP binding to human Rac1 activated mutant | GST-Rac1 activated beads, fluorescent GTP binding, flow cytometry; actives lie on both sides; 100% means binding = to untreated wells | percent activity (GTP binding), % at 10 µM | 190,000 compounds, 0.11% hits;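 active = GTP binding at least 20 percentage points away from the 100% baseline, in either direction, so actives lie on both sides; inconclusive = Compound likely fluorescent itself, or too few beads counted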
Mcl1-Bid inh: Mcl-1/Bid interaction inhibition | Q07820 | TR-FRET Mcl-1/Bid-Dy647 peptide binding, 1536-well | inhibition, % at 21.7 µM | 220,000 compounds, 0.97% hits | AID 1021;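 active = compounds that cut the binding signal by more than half at the single screening dose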;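 also: His-tagged Mcl-1 with europium anti-His antibody binding Bid BH3 peptide; 0% = Mcl-1 plus peptide wells and 100% = peptide-only wells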
The depositor's hits bear a star; ? = inconclusive; . = not tested or not shown.

SMILES | Cdc42 wt | Rac1 wt GTP bind | Bim-Mcl-1 | RGS8-Gao | Rab2A wt mod | Mcl1 Noxa PPI | Rab7 wt modul | HRas wt GTP bind | Pf gametocyte | Rac1 act GTP bind | Mcl1-Bid inh
COCCN(C(=O)COc1ccc(Cl)cc1)c1nnc(-c2cccnc2)s1 | 100 | 104 | -2 | 109 | 99 | 15 | 100 | 100 | . | 99 | 8
CC(C)C1(C)C(=O)N=C2c3ccccc3C(=O)N21 (stereo not given) | 98 | 96 | -1 | 109 | 99 | 6 | 96 | 99 | 20 | 95 | -6
CCOC(=O)c1sc(NC(=O)CSc2nnc(-c3ccc(OC)cc3)n2CCOC)nc1C | 105 | 106 | -2 | 101 | 98 | 25 | 102 | 101 | -7 | 101 | -1
COc1ccc(-c2nnc(SCC(=O)Nc3ncc(C(F)(F)F)cc3Cl)n2CC(C)C)cc1 | 99 | 102 | -24 | 101 | 97 | -10 | 102 | 98 | -48 | 98 | -9
CC(=O)NC1=NN(C(C)=O)C(C)(CCS(=O)(=O)c2ccc(Br)cc2)S1 (stereo not given) | 101 | 105 | -1 | 100 | 101 | 6 | 103 | 102 | 24 | 99 | -1
O=C(c1ccco1)N1CCN(c2nnc(-c3ccccc3)c3ccccc23)CC1 | 101 | 102 | -2 | 104 | 100 | 20 | 102 | 101 | -23 | 99 | 2
CCN(C(=O)Cc1cccs1)c1nnc(-c2cccnc2)s1 | 93 | 93 | 0 | 80 | 98 | 7 | 98 | 97 | . | 94 | -8
COc1ccc(CCNC(=O)c2[nH]c(C)c(C(C)=O)c2C)cc1OC | 104 | 101 | 2 | 100 | 101 | 2 | 96 | 101 | . | 99 | -11
CCOCc1c(C(=O)NC2=Nc3ccccc3NC(CC)=C2C(=O)OCC)oc2ccccc12 | 97 | 99 | 2 | 100 | 96 | 12 | 110 | 95 | 18 | 94 | 0
CC(CCN(C)C)OC(=O)c1ccc(C(C)c2ccccc2)o1 (stereo not given) | 105 | 109 | 0 | 99 | 101 | 12 | 102 | 106 | 4 | 100 | -15
O=C(NC1CCCCCC1)C(=O)NC1CCCC1 | 102 | 106 | -3 | 106 | 103 | 0 | 102 | 105 | -11 | 102 | 2
Cc1cc(NC(=O)c2c([N+](=O)[O-])c(C)nn2C)no1 | 94 | 96 | -2 | 108 | 93 | 11 | 94 | 94 | 7 | 94 | 13
CC(=O)c1ccc(Nc2cc(C)nc3c(C)cccc23)cc1 | 99 | 100 | -3 | 104 | 97 | 19 | 99 | 98 | -6 | 97 | -37
O=C(NCCN1C(=O)CSC1=O)C1CC(=O)N(c2ccccc2)C1 (stereo not given) | 105 | 108 | -2 | 87 | 100 | 10 | 100 | 102 | -17 | 103 | -14
COC(=O)c1ccc(NC(=O)CSCC(=O)OCC(=O)c2ccc(Br)cc2)cc1 | 98 | 100 | 1 | 103 | 95 | 2 | 101 | 97 | . | 96 | -20
CCSCc1nnc(SCC(=O)c2ccc(OC)cc2)n1C | 100 | 99 | -2 | 99 | 97 | -2 | 99 | 99 | . | 96 | 0
Cc1cc(C)c(NS(=O)(=O)c2cccc3cccnc23)c(C)c1 | 99 | 101 | 14 | 103 | 98 | -2 | 96 | 97 | 23 | 99 | -5
COc1cccc(NC(=O)NC(C)C2CC3CCC2C3)c1 (stereo not given) | 91 | 98 | -3 | 101 | 95 | 3 | 99 | 95 | -9 | 97 | -33
COc1cccc(N=Cc2c(O)n(-c3cccc(C)n3)c(=O)c3ccccc23)c1 | 102 | 102 | -1 | 101 | 101 | 5 | 98 | 101 | . | 99 | -21
CN1CCN(C(=S)Nc2cccc(S(=O)(=O)N(C)C)c2)CC1 | 103 | 104 | 0 | 100 | 102 | 23 | 108 | 102 | -18 | 99 | -31
Cc1ccc(-c2ccc(S(=O)(=O)NCc3ccco3)cc2)cc1 | 96 | 100 | -2 | 101 | 98 | 3 | 102 | 97 | -13 | 96 | -12
C/C(=N\NC(=O)C(c1ccccc1)c1ccccc1)c1ccccn1 | 103 | 102 | 0 | 84 | 102 | -45 | 101 | 101 | . | 101 | 3
CCC(C)NC(=O)CSC1=Nc2ccccc2C2=NC(CC(=O)NCc3ccc(F)cc3)C(=O)N12 (stereo not given) | 95 | 95 | -1 | 100 | 98 | -12 | 92 | 97 | . | 94 | 28
Nc1c(-c2ccccc2)cnn1-c1cccc([N+](=O)[O-])c1 | 100 | 105 | -11 | 109 | 100 | 20 | 100 | 101 | -16 | 99 | -35
N#Cc1nc(N2CCCCC2)nc(N2CCOCC2)n1 | 97 | 97 | 1 | 105 | 97 | 12 | 99 | 98 | -16 | 96 | -33
Following part
SMILES | Cdc42 wt | Rac1 wt GTP bind | Bim-Mcl-1 | RGS8-Gao | Rab2A wt mod | Mcl1 Noxa PPI | Rab7 wt modul | HRas wt GTP bind | Pf gametocyte | Rac1 act GTP bind | Mcl1-Bid inh
Cc1ccc(N=C2NC(=O)/C(=C\c3cccs3)S2)cc1C | 94 | 98 | -4 | 117 | 93 | 26 | 99 | 96 | 9 | 96 | -13
COC(=O)c1ccc(CN2C(=O)NC3(CCC(C)CC3)C2=O)cc1 (stereo not given) | 95 | 97 | -3 | 103 | 96 | -3 | 91 | 96 | 5 | 96 | -6
O=C(CCn1c(=O)oc2ccccc21)N1CCN(c2ccc(F)cc2)CC1 | 97 | 102 | -1 | 111 | 97 | 5 | 103 | 98 | . | 95 | -18
O=C(NCCO)c1ccc(Cl)c(Cl)c1 | 97 | 101 | 0 | 101 | 97 | 13 | 101 | 99 | -7 | 98 | -7
COc1ccc(C)cc1NC(=O)COC(=O)C1CC1 | 102 | 101 | 4 | 100 | 98 | -1 | 97 | 101 | . | 97 | 3
CC1CCN(c2nc3ccc(C(=O)O)cc3s2)CC1 | 98 | 101 | -1 | 99 | 96 | 23 | 101 | 95 | . | 94 | -2
CCCOC(=O)C1C2C=CC(C3CC23)C1C(=O)OCC(=O)c1ccccc1 (stereo not given) | 102 | 104 | -4 | 87 | 100 | 0 | 100 | 102 | -21 | 102 | -39
O=C(CSc1nc2sc3c(c2c(=O)n1-c1ccccc1)CCCC3)NCc1ccco1 | 93 | 98 | 0 | 100 | 93 | -13 | 99 | 96 | . | 95 | -23
CCOc1ccc2nc(SCC)[nH]c2c1 | 103 | 103 | -5 | 91 | 104 | 18 | 103 | 103 | . | 99 | 26
Cc1cc(C)n(-c2nc3ccccc3nc2NCCc2ccccc2)n1 | 103 | 106 | 0 | 100 | 101 | 12 | 102 | 101 | . | 101 | -21
COc1cccc(/C=N/Nc2ncnc3c2ncn3Cc2ccccc2)c1O | ? | ? | 1 | 101 | ? | -16 | ? | ? | 7 | ? | -24
CC(=O)N1CN(C2CCCC2)Cc2c1sc1c2CCCC1 | 100 | 105 | -1 | 102 | 102 | 5 | 100 | 100 | 2 | 103 | -30
C=CCc1cc(/C=C2/NC(=O)NC2=O)cc(OCC)c1O | 96 | 97 | -1 | 101 | 97 | 12 | 95 | 94 | 19 | 95 | -36
NC(=O)NCc1cccc(Cl)c1 | 96 | 98 | 0 | 100 | 98 | -3 | 103 | 99 | . | 96 | -14
CCC(CC)N1CCN(CC2CC=CCC2)CC1 (stereo not given) | 96 | 98 | -1 | 104 | 97 | 31 | 105 | 99 | -10 | 98 | 42
COc1ccc(CCCc2nnc(SCC(=O)Nc3nc(C)cs3)n2C)cc1C | 99 | 103 | -1 | 96 | 98 | 8 | 100 | 99 | . | 99 | 6
CCOC(=O)c1ccc(Nc2ncnc3c2cnn3C)cc1 | 98 | 96 | 1 | 100 | 94 | -1 | 94 | 98 | . | 96 | 6
Cc1nc2ccccc2n1CC(=O)N/N=C/c1cccs1 | 104 | 106 | -6 | 100 | 100 | 7 | 98 | 102 | 9 | 97 | -9
Cc1ccc(OS(=O)(=O)c2ccccc2)c(/C=N/N=C2\NC(=O)C(C)S2)c1 (stereo not given) | 100 | 101 | -13 | 97 | 97 | 8 | 93 | 96 | 1 | 97 | 17
CSCCC(NS(=O)(=O)c1ccc(Cl)cc1)C(=O)OCC(=O)NC1CC1 (stereo not given) | 107 | 103 | -4 | 97 | 106 | -7 | 102 | 104 | -11 | 102 | -42
CCc1nc(SCC(=O)N2CCN(c3ccccc3)CC2)c2oc3ccccc3c2n1 | 95 | 96 | -2 | 97 | 94 | -28 | 98 | 98 | 16 | 93 | -19
CNc1ccc(Br)cc(C(=O)/C=C/c2cccc(Cl)c2Cl)c1=O | 84 | 90 | 0 | 101 | 88 | 106* | 96 | 93 | 7 | 81 | 92*
c1ccc(-n2ncc3c(NCc4ccc5c(c4)OCO5)ncnc32)cc1 | 97 | 97 | 4 | 93 | 99 | -5 | 96 | 98 | . | 99 | -3
COc1cccc(OC)c1OCCCCn1cnc2ccccc2c1=O | 101 | 98 | -3 | 99 | 99 | 3 | 97 | 99 | 16 | 97 | 51*
COc1ccc(-c2nc(-c3cccc(C)c3)no2)cc1OC | 102 | 106 | -1 | 105 | 100 | -20 | 100 | 102 | . | 99 | 1
New compounds follow
SMILES | Cdc42 wt | Rac1 wt GTP bind | Bim-Mcl-1 | RGS8-Gao | Rab2A wt mod | Mcl1 Noxa PPI | Rab7 wt modul | HRas wt GTP bind | Pf gametocyte | Rac1 act GTP bind | Mcl1-Bid inh
C/C(=N\Nc1cccc(C(=O)O)c1)c1ccc(Cl)s1 | 92 | 94 | -2 | 90 | 94 | 12 | 100 | 94 | 20 | 92 | -12
O=c1cc(N2CCCCC2)c2ccccc2o1 | 97 | 98 | -1 | 102 | 97 | -10 | 96 | 96 | -8 | 94 | -51
Cc1nc2c(c3c1[nH]c1ccccc13)C(O)CC(C)(C)C2 (stereo not given) | 99 | 101 | -4 | 104 | 100 | -3 | 102 | 98 | 10 | 100 | -25
Cc1ccc(C(=O)Nc2cccc(C(=O)O)c2)cc1 | 100 | 99 | 0 | 97 | 96 | 12 | 93 | 98 | 0 | 97 | -10
CCCCc1c(C)nc2ccc(C)cc2c1SCCC(=O)O | 97 | 96 | 0 | 100 | 97 | 32 | 102 | 97 | . | 93 | 1
CCOC(=O)c1cccc(NC(=O)c2cncc(Br)c2)c1 | 99 | 103 | -4 | 104 | 100 | -6 | 99 | 101 | . | 103 | 3
O=C(COC(=O)c1ccccc1NC(=O)c1ccco1)Nc1ccc2c(c1)OCO2 | 103 | 104 | 1 | 105 | 99 | 36 | 101 | 100 | . | 95 | -6
CC1Oc2ccccc2N(Cc2cccnc2)C1=O (stereo not given) | 97 | 99 | 0 | 108 | 97 | 12 | 98 | 98 | 7 | 96 | -14
CCCOn1c(-n2nc(C)cc2C)nc2ccccc2c1=O | 93 | 90 | 0 | 102 | 91 | 16 | 99 | 95 | 0 | 91 | -5

Compound activity from PubChem.
